# MT stabilizer – microtubule stabilizers in HeLa cells, primary screen, imaging, high-content imaging | % tubulin-high responders, % at 10 µM | 200,000 compounds, 0.83% hits | AID 2205, 2009 | HeLa tubulin immunostaining HCS, 24 h; share of cells brighter than vehicle mean+2SD;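 active = plate Z-score above 3 for both tubulin-high and condensed-nucleus cell shares, with cell loss under 80%, at 10 µM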;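 also: anti alpha tubulin signal scored within the nucleus-defined area of each cell; some results filed as inactive read as strong as hits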
# bCat nuc transl – modulators of beta-catenin nuclear translocation, primary screen, imaging, HeLa cells, immunofluorescence, high-content; nuclear translocation activity, % at 5 µM; 190,000 compounds, 0.3% hits;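 active = nuclear translocation activity above 50% at 5 µM, with a well cell count of 50 or more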;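 also: per-cell ratio of nuclear to cytoplasmic median beta-catenin stain intensity; plate controls were DMSO negative control for no effect and GSK-3 inhibitor IX positive control for full effect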
#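 System: HeLa cells, endogenous beta-catenin; compound dosing: 5 µM primary single dose, 0.1% DMSO, 0.02–20 µM confirmation series; incubation: 24 h compound exposure at 37°C, 5% CO2; signal: beta-catenin immunofluorescence imaging with DAPI; evaluation: % activation, nuclear-to-cytoplasmic median beta-catenin signal ratio per cell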
# NOD1 inhibition – NOD1 signaling inhibitors, primary screen, cell-based, luminescence, uHTS (AID 1578); NOD1-driven NF-kB luciferase reporter cells, luminescence; higher % means a stronger effect; inhibition, % at 4 µM, or EC50 in µM where a hit was titrated; 290,000 compounds, 1% hits; in the data active = inhibition mostly above about 36%, no sharp cut-off; inactive = mostly below about 34%;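 also: HEK-293T reporter cells stimulated with the NOD1 agonist gamma-tri-DAP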
# Yfh1-off respiration – enhancers of respiration in Yfh1-depleted yeast, dose response, Friedreich's ataxia, plus single-dose screen (AID 1465) | 220,000 compounds, 0.074% hits | fold induction at 50 µM; hits with a dose series show EC50 in µM | S. cerevisiae Yfh1-off respiration, WST-1 reduction, 72 h; higher fold induction means a stronger effect;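 active = fold induction of absorbance versus untreated yeast above a set limit, then at least 30% activation at any dose in follow-up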;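 also: activators that raise dye reduction in frataxin-depleted yeast; strong numbers were not always called active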
# Insulin prom up – insulin promoter activators in MIN6 cells, imaging, high-content screening, mouse beta cells; MIN6 insulin promoter-GFP reporter; stronger effect = higher value; z-score at 5 µM; 190,000 compounds, 0.3% hits;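 active = z-score above 3 at 5 µM with at least 500 cells counted in the well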
# Dynein transport – inhibitors of GR-EGFP nuclear translocation, primary screen, dynein cargo transport inhibitor project, imaging, high-content, 3617.4 mouse cells; test concentration mostly 20 µM; stimulated with dexamethasone, 1 µM; stronger effect = lower value; z-score, hits read low; 220,000 compounds, 0.47% hits;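 active = plate z-score of nuclear minus cytoplasmic receptor signal below a set negative limit, without overly bright fluorescence or cell loss, cut at about -3.5 in these data, passing the limit was not always enough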;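 also: z-score of nuclear minus cytoplasmic ring GR-EGFP intensity difference per well; some compounds called inactive have numbers as strong as hits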
#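 Buffer or medium – tet-free medium with charcoal-stripped serum · Signal – automated 10x imaging of fixed Hoechst-stained cells · Also added – dexamethasone agonist, 1.0 µM final, for 30 min · Incubation – induction 48 h, compound 1 h, agonist 30 min · Read-out – GR-EGFP nuclear translocation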
# HEK293 NOD2/NF-kB – NOD2 signaling inhibitors, cell-based, luminescence, uHTS, HEK293 (AID 1566); HEK293 NOD2/NF-kB luciferase reporter, luminescence; higher % means a stronger effect; inhibition, % at 4 µM; hits with a dose series show EC50 in µM; 290,000 compounds, 0.63% hits; in the data active = inhibition above about 50%; also: many of its hits are not listed in these tables
# M17LAP inhibition – P. falciparum M17LAP inhibitors, primary screen, biochemical, fluorogenic H-Leu-NHMec substrate, 1536-well (AID 1619); recombinant M17LAP, H-Leu-NHMec fluorogenic kinetic assay; higher % means a stronger effect; 220,000 compounds, 0.38% hits; one-dose inhibition, % at 30 µM; IC50 in µM for titrated hits; Leucine aminopeptidase (Plasmodium falciparum (isolate 3D7));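 active = compound inhibiting the enzyme by more than half at any dose during confirmatory dose-response retesting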;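 also: plate controls were full reaction with DMSO carrier for no effect and no enzyme background for full effect; strong numbers were not always called active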
# Autophagy HCS – autophagy modulators in MEF cells, primary screen, imaging, high-content, MEF GFP-LC3; calls only at 10 µM (by protocol); AID 463193, 2010; MEF GFP-LC3 puncta imaging; test concentration mostly 10 µM; 190,000 compounds, 0.98% hits;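 active = percentage of spot-positive cells more than 3 SD above its plate mean, without a fluorescence outlier flag or 80% toxicity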;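 also: spot-positive cell cutoff set from DMSO-treated cells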
# Dynein transport cytoplasmic EGFP – second read-out of Dynein transport, no call of its own (marks repeat the call); z-score; measured here: cytoplasmic GR-EGFP intensity; stronger effect = higher value
# Dynein transport nuclear GR-EGFP – further read-out of Dynein transport, marked with its call; z-score; measured here: nuclear GR-EGFP intensity;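 lower value marks the stronger effect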
# Dynein transport cell count – further read-out of Dynein transport, marked with its call; z-score; measured here: cell count per field
# Insulin prom up cell count – second read-out of Insulin prom up, no call of its own (marks repeat the call); cell count; measured here: cytotoxicity, nuclei count;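 total cells summed across four imaged fields per well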
# bCat nuc transl cell count 5 µM – further read-out of bCat nuc transl, marked with its call; cell count; measured here: cell count, cytotoxicity flag
# MT stabilizer Hoechst-high % – further read-out of MT stabilizer, marked with its call; % Hoechst-high responders; measured here: nuclear condensation Hoechst responders;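 share of cells brighter than vehicle mean plus two SD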
# MT stabilizer cytotoxicity % – second read-out of MT stabilizer, no call of its own (marks repeat the call); toxicity, %; measured here: cytotoxicity by cell density;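 0% = mean cell density of plate MIN control wells and 100% = no cells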
# Autophagy HCS cell loss 18 h – also measured in Autophagy HCS; calls as there; toxicity, %; measured here: cell loss, nuclei count;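 cell loss after 18 h compound exposure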
# Active calls of the source: *; i = inactive; x = no result given; + = active, no number.
SMILES,MT stabilizer,MT stabilizer Hoechst-high %,MT stabilizer cytotoxicity %,bCat nuc transl,bCat nuc transl cell count 5 µM,NOD1 inhibition,Yfh1-off respiration,Insulin prom up,Insulin prom up cell count,Dynein transport,Dynein transport cytoplasmic EGFP,Dynein transport nuclear GR-EGFP,Dynein transport cell count,HEK293 NOD2/NF-kB,M17LAP inhibition,Autophagy HCS,Autophagy HCS cell loss 18 h
O=C(CCCN=C1NS(=O)(=O)c2ccccc21)OCc1cc([N+](=O)[O-])cc2c1OCOC2,5.3,3.2,8.1,-2.2,1113,-28%,i,-0.66,1320,0.047,-0.37,0.31,0.48,8%,0%,+,4.4*
Cc1ccc(Nc2nc3c([nH]2)c(=O)n(C)c(=O)n3C)cc1,3.3,1.8,1.1,-0.8,1427,-7%,i,3.3*,1489*,-1.2,-0.24,-0.38,1.8,16%,12%,i,-2
CCOC(=O)Nc1c(Cl)n(C)c(=O)n(C)c1=O,x,x,x,-1.0,1401,-15%,i,0.24,939,-2.2,-0.046,-0.85,0.49,10%,7%,x,x
Cn1c(=O)c2c(nc(NCCOc3ccc(C(C)(C)C)cc3)n2C)n(C)c1=O,3.6,2.0,6.7,-0.3,565,40%,i,-1.1,798,-0.21,-0.26,0.92,-0.22,33%,-2%,i,-8
COc1nnc(-c2ccc(N3CCOCC3)c(NC(=O)c3ccco3)c2)c2ccccc12,4.0,1.9,4.0,x,x,-34%,i,0.09,1278,1.2,0.16,0.71,0.5,7%,-2%,i,-1
Cc1ccc(NC(=S)NNC(=O)c2cn(C)nc2C)cc1,2.6,1.8,7.3,-4.0,1001,-2%,i,0.68,1631,-0.61,-0.22,-0.44,0.24,-14%,6%,i,-21
O=C(OCc1csc(-c2ccccc2)n1)c1ccccc1O,5.3,1.9,8.2,-2.4,993,-42%,i,0.69,1188,0.43,-0.17,0.92,-0.77,-19%,5%,i,5
COc1cccc(CN2CCNC(=O)C2CC(=O)N(C)CCc2ccccn2)c1OC (stereo not given),3.2,2.2,6.2,-0.6,1160,-24%,i,0.73,1295,-1.3,-0.31,-0.78,0.78,20%,-2%,i,-31
CCOCCCNC(=O)C(c1ccc(Cl)cc1)N(Cc1ccc2c(c1)OCO2)C(=O)CNC(C)=O (stereo not given),2.3,2.4,5.7,4.7,911,-22%,i,-0.68,1086,-0.084,-0.31,0.28,0.08,20%,3%,i,14
CCOC(=O)c1ccc(NC(=O)c2cccc(C)c2[N+](=O)[O-])cc1,1.3,0.8,3.7,-1.0,1056,-8%,i,x,x,1.8,-0.24,1.4,-0.96,11%,1%,i,12
Cc1ccc(C(=O)Nc2c(C#N)c(C)c(C)n2Cc2ccccc2)cc1,3.5,2.3,7.3,x,x,7%,i,x,x,0.32,-0.23,0.45,0.64,6%,-12%,i,15
CC1(C)OC(=O)C(=NNc2ccc(Br)cc2)C(=O)O1,3.5,3.5,4.7,-2.9,569,-59%,i,0.45,1300,-0.66,0.63,0.58,0.22,-20%,-7%,i,-12
N#CCCn1cc(C(=O)NCc2ccccc2)c(-c2cccs2)n1,3.9,1.7,3.7,-0.6,1036,-18%,i,0,1242,0.34,-0.25,0.0087,-0.18,12%,-3%,i,10
COc1ccc(NC(=O)C2(N(CC(C)C)C(=O)Cn3nnnc3N)CCCCC2)cc1,2.1,4.0,18,0.1,934,-14%,x,0.27,1298,0.53,-0.18,0.62,-0.51,8%,2%,i,-10
CC(C)(C)CC(C)(C)N1CNC(=S)NC1,x,x,x,1.2,1066,-4%,i,-0.25,1443,-0.41,-0.19,-0.46,1.3,13%,-2%,x,x
CC(C)NS(=O)(=O)c1ccc(OCC(=O)N2CCN(c3ccccc3)CC2)cc1,2.7,1.1,1.2,0.7,1444,-3%,i,-0.02,1478,1.4,-0.23,0.26,-0.47,6%,11%,i,-14
OC1(c2cccc(F)c2)CCN(Cc2ccncc2)CC1,7.6,1.3,11,-4.0,938,-9%,i,-0.01,1211,0.3,-0.082,0.5,0.0089,8%,2%,i,-14
Cc1onc(-c2ccccc2Cl)c1C(=O)NCc1ccccn1,2.7,2.5,5.2,0.2,1012,-19%,i,0.57,1331,0.6,-0.054,0.15,-0.027,-9%,-10%,i,3
COc1cc(NC(=O)c2ccc(OC)c([N+](=O)[O-])c2)ccc1NC(=O)c1cccs1,3.1,2.1,1.4,-0.4,517,-22%,i,-0.28,1488,1.9,-0.13,2.1,-2.9,1%,-18%,i,8
Cc1ccc(S(=O)(=O)Nc2nc3ccc(S(C)(=O)=O)cc3s2)cc1,2.5,2.3,8.5,-1.0,1210,8%,i,0.07,1174,-0.76,-0.22,-0.091,0.67,14%,18%,i,2

# Reprinted at random: four compounds from above.
SMILES,MT stabilizer,MT stabilizer Hoechst-high %,MT stabilizer cytotoxicity %,bCat nuc transl,bCat nuc transl cell count 5 µM,NOD1 inhibition,Yfh1-off respiration,Insulin prom up,Insulin prom up cell count,Dynein transport,Dynein transport cytoplasmic EGFP,Dynein transport nuclear GR-EGFP,Dynein transport cell count,HEK293 NOD2/NF-kB,M17LAP inhibition,Autophagy HCS,Autophagy HCS cell loss 18 h
OC1(c2cccc(F)c2)CCN(Cc2ccncc2)CC1,7.6,1.3,11,-4.0,938,-9%,i,-0.01,1211,0.3,-0.082,0.5,0.0089,8%,2%,i,-14
COc1nnc(-c2ccc(N3CCOCC3)c(NC(=O)c3ccco3)c2)c2ccccc12,4.0,1.9,4.0,x,x,-34%,i,0.09,1278,1.2,0.16,0.71,0.5,7%,-2%,i,-1
COc1ccc(NC(=O)C2(N(CC(C)C)C(=O)Cn3nnnc3N)CCCCC2)cc1,2.1,4.0,18,0.1,934,-14%,x,0.27,1298,0.53,-0.18,0.62,-0.51,8%,2%,i,-10
Cn1c(=O)c2c(nc(NCCOc3ccc(C(C)(C)C)cc3)n2C)n(C)c1=O,3.6,2.0,6.7,-0.3,565,40%,i,-1.1,798,-0.21,-0.26,0.92,-0.22,33%,-2%,i,-8

# Following part:
SMILES,MT stabilizer,MT stabilizer Hoechst-high %,MT stabilizer cytotoxicity %,bCat nuc transl,bCat nuc transl cell count 5 µM,NOD1 inhibition,Yfh1-off respiration,Insulin prom up,Insulin prom up cell count,Dynein transport,Dynein transport cytoplasmic EGFP,Dynein transport nuclear GR-EGFP,Dynein transport cell count,HEK293 NOD2/NF-kB,M17LAP inhibition,Autophagy HCS,Autophagy HCS cell loss 18 h
CC(C)NC(=O)CN(c1cccc([N+](=O)[O-])c1)S(=O)(=O)c1ccccc1,2.8,1.7,15,-3.6,987,-10%,i,0.51,1187,0.66,-0.23,0.45,0.99,-5%,-4%,i,17
COc1ccc(C(=O)Nc2ccnc(-c3cccnc3)n2)cc1,1.6,1.7,2.4,-2.4,900,-39%,i,0.19,1539,-0.92,-0.35,-0.44,-0.19,-39%,-3%,i,-10
COc1ccc(C2=NN(C(=O)COc3ncnc4ccccc34)C(c3ccco3)C2)cc1 (stereo not given),5.2,1.6,12,-0.3,1080,-39%,i,-0.77,1635,2.5,-0.039,1.9,-1.8,5%,5%,i,-11
Cc1c(NC(=O)c2cccs2)cccc1[N+](=O)[O-],2.2,1.3,2.0,-5.6,1172,-16%,i,0.87,1506,2.1,0.15,1.6,-1.7,27%,6%,i,30
CCc1ccccc1NC(=O)CN(C)C(=O)Cn1cc(C(F)(F)F)cc(Cl)c1=O,3.3,2.1,8.8,4.3,856,-22%,i,-0.26,1478,0.59,-0.16,0.12,0.14,7%,-4%,i,0
C=CCn1c(O)c(C(CC)=NCCN2CCOCC2)c(=O)[nH]c1=O,5.2,5.4,9.5,-1.7,1135,-26%,i,0.05,1208,2.4,-0.024,1.9,-2.2,2%,1%,i,-7
COc1cc2[nH]c3c(=O)n(CCN4CCOCC4)cnc3c2cc1OC,x,x,x,0.0,1332,-12%,i,0.44,1066,0.00073,-0.85,-0.33,0.17,13%,6%,x,x
COc1cc(NC(=O)c2onc(C)c2Cl)c(OC)cc1Cl,5.0,2.4,5.0,-2.4,1238,-20%,i,0.25,1227,-0.3,-0.15,0.18,-0.26,23%,-1%,i,19
COC(=O)CCC(=O)Nc1cccc(C(=O)Nc2cccc(Cl)c2)c1,2.5,2.1,3.5,-1.8,1487,0%,i,1.7,1192,0.41,-0.22,-0.19,0.58,-16%,-7%,i,16
CCOCC(=O)Nc1ccc2c(c1)OCCO2,5.1,2.9,7.5,-9.2,1032,-41%,i,0.05,1463,0.62,-0.14,0.2,-2.1,-18%,15%,i,-2
O=S(=O)(NC1CC1)c1ccc(S(=O)(=O)N(Cc2ccccn2)C2CCCC2)cc1,3.2,2.7,4.1,-3.0,966,-15%,i,x,x,0.19,-0.18,0.15,0.16,-7%,-3%,i,-2
Cc1c(/C=N/O)c2ccccn2c1C=O,2.7,2.4,3.8,-0.2,958,-16%,i,0.4,1194,0.59,-0.32,-0.076,0.57,20%,18%,i,-13
COc1ccc(/C=N/Nc2cc(N(C)C)nc(N(C)C)n2)cc1,3.3,2.1,5.5,-1.8,921,1%,i,-0.58,1133,-1.5,-0.22,-0.96,0.6,-11%,4%,i,3
COc1ccc(Nc2nnc(SCC(=O)c3cc(C)n(CC4CCCO4)c3C)s2)cc1 (stereo not given),1.6,0.7,7.4,2.2,954,-23%,x,x,x,-0.24,-0.24,0.48,0.073,7%,45%,i,-16
CCOC(=O)C1CCCN(S(=O)(=O)c2cccs2)C1 (stereo not given),3.4,3.3,7.4,x,x,-4%,i,-0.06,1260,0.16,-0.22,0.45,0.26,2%,-5%,i,-8

# Compound activity (PubChem)

# Only part of the results is shown; rates above refer to the full screens.
